# ELG1 genotoxic = induces genotoxicity in HEK293T cells with luciferase-tagged ELG1 | HEK293T ELG1-luciferase reporter, luminescence, 16 h | Potency, µM (doses to about 46 µM), inactives show at the highest dose activity change, positive = activation, hits mostly activators | 330,000 compounds, 1.3% hits; further: potency means the concentration at half of the fitted maximal effect; % of control where 0% means no effect; nearly all actives have a fitted effect of over 60% in size
#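 HEK293T cells expressing luciferase-tagged ELG1 were treated with compound or DMSO for 16 hr at 37°C. Luciferase activity was then read after 30 min with ONE-Glo at room temperature; rising signal flags genetic stress.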
# Gal4-VP16 FLuc = inhibits Gal4-VP16 luciferase reporter, ROR gamma counter-screen; 310,000 compounds, 3.5% hits; Drosophila S2 Gal4-VP16 UAS-luciferase, luminescence, 20 h; AID 2546; Potency, µM (titrated, usually from 53.6 µM), inactives show at the top dose activity, negative = inhibition, usual class: inhibitors;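 further: Gal4-VP16 expression switched on by copper sulfate through the metallothionein promoter; potency means the concentration at half of the fitted maximal effect; on the % scale 0 is the no-effect control and ±100 the full control effect; nearly all actives have a fitted effect of over 50% in size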
# NPC1 promoter act = NPC1 promoter activation. Huh7 NPC1 promoter luciferase reporter, 24 h. Potency, µM (doses to about 9.22 µM), without a hit: at the top dose activation, actives largely listed as activators. 320,000 compounds, 2.4% hits. AID 485313;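 further: potency means the concentration at half of the fitted maximal effect; % of control where 0% means no effect; nearly all actives have a fitted effect of over 60% in size; reporter is driven by a mutant NPC1 promoter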
#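 Huh7 reporter cells (NPC1 promoter driving luciferase) are dosed with compound for 24 h at 37 °C, 5% CO2; luciferase detection reagent is then added and luminescence measured after 10 min at ambient temperature.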
# KCNH2 3.1 inh = blocks the human KCNH2 3.1 channel isoform | 340,000 compounds, 0.95% hits | AID 720553 | U2OS KCNH2 3.1, thallium flux FluxOr; hits give low values | activity change, % (tested at about 1.8 µM);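 active means maximum activity change below -70%; inconclusive means maximum activity change from -70% to -50%; inactive means maximum activity change above -50%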;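 further: thallium influx rate constant from kinetic fluorescence after stimulation buffer; on the % scale 0 is the no-effect control and ±100 the full control effect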
#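 Kinetic fluorescence (2 min after stimulation buffer) measures Tl+ influx through KCNH2 3.1 expressed by viral transduction in U2OS cells; the rate constant is normalized against DMSO controls serving as positive and negative references.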
# Coupling enz = inhibits coupling enzyme system, counter-screen for aldolase hits. coupling enzyme system counterscreen, AmpLite Red fluorescence. 290,000 compounds, 0.67% hits. activity change, negative = inhibition, % at 58.2 µM, hits read low; in the data active means activity change below about -30%; further: on the % scale 0 is the no-effect control and ±100 the full control effect
#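 Counterscreen lacking aldolase: glyceraldehyde-3-phosphate coupling-enzyme reagent preincubated 10 min at RT with compound (at 57.5 uM final), then substrate/coupling system with AmpLite Red added; fluorescence read at 525/598 nm after 20 min RT.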
# Rab9 prom act = activators of Rab9 promoter; Huh7 Rab9 promoter-luciferase reporter, luminescence, 24 h; 320,000 compounds, 2.8% hits; Potency, µM (doses to about 9.22 µM), for inactives: at the top dose activation, negative = inhibition, actives largely listed as activators; AID 485297; further: potency means the concentration at half of the fitted maximal effect; % of control where 0% means no effect; nearly all actives have a fitted effect of over 60% in size
#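 Huh7 cells stably carrying Rab9 promoter–luciferase reporter, plated 1500 cells/well, compound added after 2 h and incubated 24 h at 37 °C; luciferase luminescence then read after 10 min with detection reagent.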
# Tb PFK inh = inhibitors of T. brucei phosphofructokinase | T. brucei PFK, ADP-Glo luminescence | Potency, µM (top dose mostly 57.5 µM), for inactives: at the highest dose activity, negative = inhibition, hits mostly inhibitors | 330,000 compounds, 0.17% hits;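 further: potency means the concentration at half of the fitted maximal effect; 0% = uninhibited 1x PFK enzyme wells and -100% = no-enzyme wells; nearly all actives have a fitted effect of over 60% in size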
#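 In TEA buffer at pH 8.0 with 5 mM MgCl2, enzyme (1.25 nM) converted F6P (0.5 mM) and ATP (0.1 mM) for 45 min at room temperature. ADP product was read by luciferase luminescence.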
# Giardia killer = Giardia lamblia killing; Giardia lamblia trophozoite viability; activity change, % at 7.66 µM, hits read low; 340,000 compounds, 0.15% hits; in the data active means activity change below about -80%; inconclusive means between about -30% and that limit;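 further: parasites exposed to compound for two days anaerobically before the ATP read; on the % scale 0 is the no-effect control and ±100 the full control effect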
#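 Giardia trophozoites, 100 cells per well, were exposed to compounds for 48 hrs at 37 deg C under anaerobic conditions; viability was then read as ATP content by bioluminescence after 15-30 min at room temperature.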
# RORg inh = blocks mouse ROR gamma transcriptional activity | P51450 | Drosophila S2 Gal4-RORgamma UAS-luciferase reporter, 20 h | Potency, µM (series often up to 53.6 µM), for inactives: at the top dose activity change, negative = inhibition, most hits filed as inhibitors | 310,000 compounds, 5.4% hits; further: potency means the concentration at half of the fitted maximal effect; on the % scale 0 is the no-effect control and ±100 the full control effect; nearly all actives have a fitted effect of over 60% in size
# Target sequence (P51450 whole entry, looked up, the tested form may be a part): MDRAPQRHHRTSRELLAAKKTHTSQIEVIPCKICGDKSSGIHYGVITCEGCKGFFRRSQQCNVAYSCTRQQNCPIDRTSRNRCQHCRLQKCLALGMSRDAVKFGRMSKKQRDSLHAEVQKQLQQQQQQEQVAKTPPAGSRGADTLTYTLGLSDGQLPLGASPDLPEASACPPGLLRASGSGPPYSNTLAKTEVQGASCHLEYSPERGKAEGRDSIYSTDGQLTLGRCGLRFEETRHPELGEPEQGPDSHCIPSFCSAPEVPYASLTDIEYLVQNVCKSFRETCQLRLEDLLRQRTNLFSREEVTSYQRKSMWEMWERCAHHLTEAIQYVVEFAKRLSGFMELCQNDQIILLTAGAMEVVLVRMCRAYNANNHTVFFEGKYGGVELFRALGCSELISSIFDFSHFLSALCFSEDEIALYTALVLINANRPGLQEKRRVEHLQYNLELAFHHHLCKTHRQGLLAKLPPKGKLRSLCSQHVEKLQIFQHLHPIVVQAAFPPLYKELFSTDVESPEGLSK
#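 Compounds are pin-transferred onto Drosophila Schneider cells expressing a copper-inducible Gal4–ROR gamma transactivation domain fusion. After 1 hr, copper sulfate is added to 700 uM final; luciferase is read 20 hr later.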
# uPA generation = blocks generation of uPA at the cell surface; Potency, µM (top dose mostly 38.3 µM), without a hit: at the top dose activity change, negative = inhibition, most hits filed as inhibitors; cell surface uPA generation assay, qHTS; 330,000 compounds, 0.31% hits; active means well fitted inhibition curve with a large enough effect; inconclusive means small, poorly fitted or top-dose-only effect; inactive means no such curve, though single readings can be large or run the other way; tested in mouse RAW 264.7 cells; further: potency means the concentration at half of the fitted maximal effect; on the % scale 0 is the no-effect control and ±100 the full control effect; nearly all actives have a fitted effect of over 55% in size
# FLuc modulator = inhibits or activates purified firefly luciferase, miR-21 counter-screen | Potency, µM (highest dose often 57.5 µM), without a hit: at the highest dose activity change, negative = inhibition, usual class: inhibitors | purified FLuc, Km substrates, luminescence inhibition | AID 588342 | 360,000 compounds, 6.9% hits;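 further: potency means the concentration at half of the fitted maximal effect; plate controls were vehicle for no effect and reference inhibitor for full effect; nearly all actives have a fitted effect of over 55% in size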
# Target sequence (P08659 whole entry, looked up): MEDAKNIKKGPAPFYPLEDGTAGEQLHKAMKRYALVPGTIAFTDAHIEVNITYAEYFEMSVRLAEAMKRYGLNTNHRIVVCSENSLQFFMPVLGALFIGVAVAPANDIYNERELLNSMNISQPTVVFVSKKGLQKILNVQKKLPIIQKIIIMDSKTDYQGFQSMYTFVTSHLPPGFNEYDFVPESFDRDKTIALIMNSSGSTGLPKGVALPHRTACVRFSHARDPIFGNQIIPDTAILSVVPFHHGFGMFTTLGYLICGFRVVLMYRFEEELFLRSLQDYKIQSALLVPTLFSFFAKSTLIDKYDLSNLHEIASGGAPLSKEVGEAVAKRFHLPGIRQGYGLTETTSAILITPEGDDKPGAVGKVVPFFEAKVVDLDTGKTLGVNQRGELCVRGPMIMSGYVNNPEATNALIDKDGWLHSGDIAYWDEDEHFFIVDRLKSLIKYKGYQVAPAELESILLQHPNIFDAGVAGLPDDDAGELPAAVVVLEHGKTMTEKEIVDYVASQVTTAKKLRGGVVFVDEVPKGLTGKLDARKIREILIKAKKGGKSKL
#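 Purified P. pyralis luciferase, 10 nM final, with Km-level 10 uM D-luciferin and 10 uM ATP in 50 mM Tris acetate pH 7.5, 10 mM Mg acetate, 0.01% Tween-20, 0.05% BSA; 6-point qHTS titration about 60 µM downward; luminescence read.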
# The depositor's hits bear a star; ? = inconclusive; . = no result given; [ ] = dose if it differs, or a comment. Unless noted, the call rests on the fitted dose curve; in most records, active means well fitted curve in the direction sought with a large enough effect; inconclusive means small, poorly fitted or top-dose-only effect, or another doubt; inactive means no such curve, though single readings can be large; an effect the other way counts as inactive or inconclusive.
# Values run as follows: ELG1 genotoxic, Gal4-VP16 FLuc, NPC1 promoter act, KCNH2 3.1 inh, Coupling enz, Rab9 prom act, Tb PFK inh, Giardia killer, RORg inh, uPA generation, FLuc modulator
CC(C)CC(=O)Nc1ccc(-c2nc3ccccc3c(=O)o2)cc1
  19.4%, -26.0%, 3.4%, -8.5, -1.7, 0.6%, -1.1%, 15.6, -41.1%, -1.2%, 1.69µM*
O=c1[nH]cc(C(F)(F)F)cc1NS(=O)(=O)c1ccccc1[N+](=O)[O-]
  0.0%, -6.6%, -5.5%, 7.5, -17.2, -1.9%, -3.1%, -2.7, 21.6%, 0.0%, -18.3%
Cc1cc(/C=C/C(=O)O)c(C)n1-c1ccc(Cl)cc1
  -0.5%, 12.6%, -4.0%, -13.0, 7.7, -6.9%, 0.5%, -15.6, 28.7%, -18.5%, ?
CCCN(CC1CCCO1)C(=O)CCc1nnc(CCc2ccc(OC)cc2)o1 (stereo unspecified)
  1.7%, -13.0%, 1.2%, 15.5, ., 5.1%, -8.9%, -2.2, 2.4%, -1.9%, -7.6%
COc1ccc(C2=NN(CC(=O)NCC(OC)OC)C(=O)CC2)cc1
  4.0%, -6.0%, -1.3%, -10.0, 3.4, -2.9%, -10.8%, 6.1, 5.1%, 4.7%, -0.8%
Cc1occc1C(=O)NNC(=O)CN1C(=O)NC(C)(c2ccccc2)C1=O (stereo unspecified)
  1.1%, ., -1.3%, 5.8, ., -5.9%, 0.1%, -15.2, ., 3.1%, -0.8%
O=C1CN(S(=O)(=O)c2ccccc2)CCN1
  3.0%, ., ., 2.1, ., ., 2.4%, 1.5, ., 1.2%, .
CSCCC1NC(=O)N(CC(=O)Nc2ccc3c(c2)OCCO3)C1=O (stereo unspecified)
  2.6%, ., ., 4.7, ., ., -0.8%, 16.5, ., -7.8%, .
COc1ccccc1-c1c(NC(=O)c2ccco2)n(-c2ccccc2)nc(C)c1=O
  1.7%, 3.0%, -1.7%, ., 3.7, -6.4%, -1.8%, ., -3.2%, ., 0.6%
CCOC(=O)c1c(C)[nH]c(C(=O)COC(=O)c2ccc(F)c(S(=O)(=O)N3CCOCC3)c2)c1C
  -3.7%, ., -4.2%, -3.8, 8.3, -3.3%, -0.8%, 19.7, -13.6%[0.365 µM], 0.1%, -3.4%
O=C(NCc1ccncc1)C1CCN(C(=O)c2cccc(Cl)c2)CC1
  -0.1%, 4.6%, -2.6%, 5.3, -3.0, -5.3%, -0.1%, 6.3, 2.3%, -3.2%, 2.7%
Nc1ccccc1Nc1cc(-c2cccc(Cl)c2)nn1-c1ccccc1
  0.9%, -3.3%, 6.5%, -8.4, -4.5, 3.2%, 1.7%, -14.0, 0.3%, 8.5%, 26.9µM*
CC1CCC(=C(C#N)C(=O)Nc2cccc(Cl)c2)CC1 (stereo unspecified)
  -0.9%, 7.8%, -1.1%, 8.5, ., -6.3%, -4.4%, -9.8, 7.7%, -10.9%, 23.9µM*
Cc1ccc(C)c(NC(=S)N(Cc2ccc(Cl)cc2)Cc2ccc(C(=O)O)cc2)c1
  -6.7%, -19.7%, 2.1%, 11.6, 0.0, 3.1%, -3.8%, -4.1, 65.6%, -4.9%, ?
COc1ccccc1CNC(=O)C1CCCN(S(=O)(=O)c2c(C)[nH]c(=O)[nH]c2=O)C1 (stereo unspecified)
  -9.2%, -5.4%, 0.1%, -5.4, 1.2, -9.6%, -1.0%, 0.4, 28.1%, -1.3%, -0.6%
O=C1C(=O)N(Cc2cccc([N+](=O)[O-])c2)c2ccccc21
  -1.3%, -0.9%, -3.2%, 5.5, -4.2, -3.2%, -2.6%, -24.7, 29.2%, -10.4%, 3.4%
CCc1noc(C)c1C(=O)OCC(=O)NCCc1ccc(OC)cc1
  -0.1%, ., -2.5%, 10.4, ., -1.8%, 9.0%, 1.9, ., -2.1%, -3.2%
Cc1onc(-c2c(F)cccc2Cl)c1C(=O)Nc1nnc(C(F)(F)F)s1
  -15.4%, ?, 0.6%, 3.2, ., -2.3%, 3.4%, -10.8, ?, -19.2%, -2.3%
COc1ccc(-n2c(=S)[nH]c3cc(C(=O)Nc4ccc(F)cc4)ccc3c2=O)c(OC)c1
  -15.2%, 17.8µM*, -29.2%, 19.8, -0.8, -0.2%, -1.6%, 5.3, 10µM*, -19.3%, -3.0%
CCN(c1ccccc1)S(=O)(=O)c1ccc(C(=O)N2CCOCC2)cc1
  0.4%, ., ., 0.0, ., ., 1.1%, -25.0, ., 3.5%, .
O=C(Nc1ccc(C(=O)Nc2ccccc2Cl)cc1)c1cccnc1
  2.7%, 22.2%, 20.9%, 11.5, ., 21.0%, 14.8%, 10.2, 18.7%, -4.9%, -15.9%
NC1=NC[C@H](Cc2ccc(O)cc2)N1CCC12CC3CC(CC(C3)C1)C2
  -3.0%, -5.3%, -2.3%, 5.5, 6.3, -2.3%, 2.1%, -1.0, 0.9%, -8.1%, 0.4%
Cc1ccc(N(C(=O)c2snc(C(N)=O)c2N)C(C(=O)NCc2ccccc2)c2ccncc2)c(C)c1 (stereo unspecified)
  2.1%, 2.0%, -4.0%, -21.2, -2.9, -0.9%, 8.0%, -26.4, 0.3%, -0.9%, -0.3%
O=C(NCCN1CCCCC1)Nc1ccccc1Cl
  0.4%, -8.5%, -7.5%, 7.8, 0.2, -1.1%, -4.0%, -11.3, -12.7%, ?, -0.4%
Cc1ccc(C(=O)NNC(=O)C2CCN(C(=O)OC(C)(C)C)CC2)cc1
  -2.3%[9.26 µM], -8.5%, 3.6%, -12.1, 1.6, 6.2%, 3.5%, 17.5, -3.3%, -6.5%, 4.7%
O=C1c2ccccc2C(=O)N1Cc1cccnc1
  0.5%, 8.0%, -8.0%, 12.9, -1.6, -3.0%, -0.1%, 1.4, -1.0%, 1.3%, 0.6%
Cc1cccc(NC(=O)CCNC(=O)c2ccco2)c1
  3.6%, 26.4%, -4.6%, 19.9, 1.5, 1.9%, -2.5%, 5.3, ?, 4.3%, 0.6%
COc1ccc(CCNC2CCc3ccccc3C2)cc1 (stereo unspecified)
  1.9%, 0.0%, -4.0%, -30.0, 0.8, 1.0%, -3.9%, -23.9, -26.7%, -11.4%, -0.6%
CCCn1nc(C(=O)Nc2ccc(-n3cnnn3)cc2)c2ccccc2c1=O
  -6.5%, ., -2.2%, -7.1, ., -1.5%, 0.0%, -10.9, ., -3.3%, -1.0%
Oc1ccc(N=Nc2ccc(Br)cc2)c(O)c1
  ?, ?, ?, 0.1, 6.2, ?, 0.5%, -17.4, ?, -27.8%, 4.78µM*
COc1ccccc1N(CC(O)Cn1nc(C)cc1C)S(=O)(=O)c1ccccc1 (stereo unspecified)
  3.0%, 0.6%, -1.0%, -9.4, 2.6, -4.9%, -0.6%, -9.0, 1.5%, 2.6%, -0.1%
O=C(Nc1cccc(Cl)c1)Nc1nc(-c2ccc(Cl)cc2)cs1
  -1.9%, -5.6%, -6.8%, -2.3, 2.7, -8.6%, 1.0%, -9.5, ?, 1.4%, -1.5%
CC(NC(=O)CSc1ccccc1C(=O)O)C1CC2CCC1C2 (stereo unspecified)
  -3.1%, 10.0%, -2.0%, 7.9, 12.1, 0.2%, 3.1%, -11.0, -39.2%, -4.3%, -10.1%
O=C(CCN1C(=O)c2ccccc2S1(=O)=O)Nc1ccc2c(c1)OCCO2
  -3.7%, -3.4%, 22.2%, -5.8, -3.0, 9.6%, 2.4%, -7.2, ?, 3.3%, ?
COc1cccc(OCCOc2c(OC)cccc2OC)c1
  3.2%, 16.4%, -2.3%, -0.8, -8.5, 0.0%, 1.4%, 14.3, 10.3%, -4.3%, -12.5%
CC(C)c1ccc(NC(=O)N2CCc3ccccc3C2)cc1
  ?, -1.3%, ?, -9.0, -13.2, 3.98µM*, 0.6%, -6.8, -34.5%, -0.3%, 10.7µM*
CC1CN(C(=O)c2ccccc2)c2ccccc2NC1=O (stereo unspecified)
  -0.7%, -22.5%, -0.5%, -5.0, 0.4, -3.6%, -2.4%, -19.1, -8.6%, 1.3%, 4.9%
COc1ccccc1/C=C/C(=O)N1CCCC1
  5.5%, -10.2%, 2.0%, 4.0, 0.4, 16.6%, -7.1%, -3.9, 37.6%, -2.8%, -2.7%
FC(F)(F)c1cc(CCN2CCNC[C@@H]2c2ccccc2)cc(C(F)(F)F)c1
  3.3%, ., ., 15.9, ., ., -2.9%, -28.3, ., 10.3%, .
CCn1nc([N+](=O)[O-])c(C(C#N)c2nc3ccccc3n2C)c(Cl)c1=O (stereo unspecified)
  -7.0%, 1.8%, 8.0%, 10.3, -2.3, -5.6%, -2.7%, -2.7, -18.7%, -3.6%, 1.9%
Cc1cccc(-n2c(Cc3ccccc3)nnc2SCc2ccc([N+](=O)[O-])cc2)c1
  -5.5%, -14.6%, -0.5%, -9.8, 3.5, -3.1%, -8.9%, -18.6, 35.6%, 0.2%, -2.4%
